mHTT-CaM PPI inh = mutant huntingtin-calmodulin interaction inhibitors – biochemical, AlphaScreen, primary screen | P42858 | AlphaScreen His-mHTT/GST-CaM binding, luminescence | inhibition, % at 15 µM | 3.6% of 190,000 active;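 also: 0% = both proteins with DMSO and 100% = one protein alone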
Pf apPOL inh = Pf-apPOL inhibitors, biochemical, fluorescence | Plasmodium falciparum apicoplast DNA polymerase (apPOL) | Recombinant Pf-apPOL, molecular beacon fluorescence, 1.5 h | inhibition, % at 10 µM | 0.25% of 210,000 active
An asterisk follows results filed as active; i = inactive; nt = no result given; & = joins results of further samples. Rule as the data show it: active = inhibition above about 50%; inactive = the rest.

Compound	mHTT-CaM PPI inh	Pf apPOL inh
COc1ccc(CNC(=O)CSc2nc3nc(C)c(Cc4ccccc4)c(C)n3n2)cc1	10	1
O=C(C1CCN(S(=O)(=O)c2ccc(F)cc2)CC1)N1CCC(Cc2ccccc2)CC1	9	-180
Cc1ccc(-c2c(C(=O)O)oc(=O)c3ccccc23)cc1	-8	-5
N#CC(=Cc1cc(C#Cc2ccccc2)cs1)C(=O)c1ccco1	nt	-18
Cc1ccc(CN2CC(N3CCN(CCO)CC3)CS2(=O)=O)cc1 (stereo unspecified)	-3	-6
Cc1ccc(C)n1-c1nn(S(=O)(=O)c2cccc(C(F)(F)F)c2)c2cccc(F)c12	nt	-5&-8
Cn1c(SCc2cc(F)cc(F)c2)nc(C(C)(C)C)cc1=O	-36	-2
Cc1cc(C(=O)NN=CC(C)(C)C)nn1-c1ccc(C(C)C)cc1	nt	7
O=C(Nc1cc(F)ccc1F)C1CCN(c2ccncc2)CC1	-14	-1
Cc1cccc(C2=N/C(=C\c3ccc([N+](=O)[O-])o3)C(=O)O2)c1	21	-5

Compound	mHTT-CaM PPI inh	Pf apPOL inh
O=C(CN1C(=O)/C(=C/c2ccccc2F)Sc2ccccc21)NCCN1CCCC1	17	1
CCc1nc(N2CCCC2=O)sc1C(=O)N1CCN(c2cccc(C)c2C)CC1	64*	-1
Cc1ccc(C(=O)N2CCCC2c2ccc(Cl)cc2)cc1 (stereo unspecified)	1	3
Cc1c(C)c(C)c(S(=O)(=O)Oc2ccc(Cl)c(Cl)c2)c(C)c1C	nt	-1
O=C(NCC(O)C1CCCCC1)C1CCC1 (stereo unspecified)	1&-12	-6&-6
COc1ccccc1/C=C/C1=NC(=C/c2ccccc2[N+](=O)[O-])/C(=O)O1	6	6
COCCN1C(=O)C(=O)C(=C(O)c2ccc(S(=O)(=O)N(C)C)cc2)C1c1ccc(OC)cc1 (stereo unspecified)	-2	2
CCC(C)(NC(=O)c1ccc(=O)[nH]c1)C(=O)NC1CCCC1 (stereo unspecified)	-1	-1
CCOc1ccc(NC(=O)N2CCCC2c2ccc(F)cc2)cc1 (stereo unspecified)	-4	-5
Cc1ccc(-n2c(=O)n(CC(=O)N3CCCC(C)C3)c3cccnc32)cc1 (stereo unspecified)	3	2

Compound	mHTT-CaM PPI inh	Pf apPOL inh
O=C1C2C3C=CC(C2C(=O)N1c1ccccc1)C1C2C(=O)N(c4ccccc4)C(=O)C2C31 (stereo unspecified)	1	-3
CCCCN1CCN(C(=O)C2CCCN(c3cnn(C)c(=O)c3)C2)CC1 (stereo unspecified)	2	-2
c1ccc2c(c1)CCN(Cc1ccc3c(c1)OCO3)C2	2	2
O=C(Nc1ccc(F)c(F)c1)c1ccccc1Br	-8	-2
CC(=O)Nc1ccc(Cl)c(-c2nc3ncccc3o2)c1	8	-3
COc1ccc(-c2nc(NC(=O)c3ccc(C#N)cc3)sc2C)cc1	-20	4
CSc1nnc(-c2ccc(S(=O)(=O)O)s2)n1C	nt	-7
COc1ccccc1C1OC(=O)CC1C(=O)O (stereo unspecified)	nt	-2&9
COc1ccc(CNC(=O)c2c(C)oc3ccn(C)c(=O)c23)cc1	20	4
O=C(Nc1ccc2c(c1)OCO2)c1ccco1	5	-8

Compound	mHTT-CaM PPI inh	Pf apPOL inh
Cc1ccc(Nc2nc(C(C)(C)C)cs2)c(C)c1	nt	6&-1
CCCCN(C)C(=O)c1cc2c(n1C)CCN(Cc1cccc(F)c1)C2	45	-6
O=C(Nc1onc2c1CCC2)C1CCCN1S(=O)(=O)c1cccs1 (stereo unspecified)	-9	-10
CCC(C)NC(=O)C1CCN(c2cnn(Cc3ccccc3)c(=O)c2)CC1 (stereo unspecified)	-4	-7
O=C(CNS(=O)(=O)c1ccc(Br)s1)N1CCC(N2CCCCC2)CC1	-4	-2
CCc1nnc(NC(=O)CSc2nnc(NC(=O)c3cc(Cl)ccc3Cl)s2)s1	7	2
NC(N)=NCC12CC3CCC(CC(C3)C1)C2	-2	4
O=C(NCc1cccs1)c1nn2c(c1Cl)NC(c1ccccc1)CC2C(F)(F)F (stereo unspecified)	16	6
O=C(Nc1ccc(-c2nc3ncccc3o2)cc1)c1cccc(F)c1	0	1
CCC(C)[C@H]1COCCS(=O)(=O)N1Cc1ccccc1 (stereo partly specified)	-3	-1

Compound	mHTT-CaM PPI inh	Pf apPOL inh
O=C(c1ccco1)N1CCCC(c2cc(-c3ccc(F)cc3)n[nH]2)C1 (stereo unspecified)	11	-5
CCOc1nc(NCCC2=CCCCC2)nc(OCC)n1	-22	-5
CCN(CC)C(=O)C1CCCN(C2CC(=O)N(c3ccc(Br)cc3)C2=O)C1 (stereo unspecified)	0	2
Cc1ccc(C2SCCN2C(=O)c2cc3cc(Br)ccc3oc2=O)cc1 (stereo unspecified)	6	-1
Cc1c(Cc2c(F)cccc2Cl)c(=O)oc2cc(O)ccc12	nt	3&-19
O=C(NCCc1ccccn1)c1cnn(-c2ccc(Cl)cc2)c1C(F)(F)F	nt	-4&2
O=C(Nc1cccc2ncccc12)c1ccco1	0	-10
CCOc1ccccc1N1CCN(C(=O)C2CCN(Cc3ccc(C)o3)CC2)CC1	16	-6
COc1cc(NC(=O)Cc2ccc(OC)c(OC)c2)c2ncccc2c1	15&26	-4&-3
CCc1csc(-c2cccc(C(=O)N3CCCC3)c2)n1	9	0

Compound	mHTT-CaM PPI inh	Pf apPOL inh
O=C1C(=Cc2cccc(Cl)c2)Oc2c1ccc(O)c2CN1CCCC1	22	-12
O=C(C1=CN(c2ccc(F)cc2)c2ccccc2S1(=O)=O)N1CCCCC1	-2	1
CCN1/C(=c2/sc3nc4ccccc4n3c2=O)Sc2ccc(OC)cc21	-7	6
Cc1cccc(-c2noc(C3CCCN3S(=O)(=O)c3cc(C)ccc3C)n2)c1 (stereo unspecified)	-31	-1
Cc1c(F)cccc1NC(=O)N1CC=C(c2cn(C(C)C)c3ncccc23)CC1	11	-9
CC1(C)COC(CC(=O)c2ccc(C(C)(C)C)cc2)=N1	44	-70
CNC(=O)c1cc2c(=O)n3cccc(C)c3nc2n(CCN2CCOCC2)c1=N	1	-7
CCC(CC)C(=O)Nc1c2c(nn1-c1ccc(F)cc1)CS(=O)C2 (stereo unspecified)	-2	-2
CCc1ccc(NC(=O)C2CC(c3cc(OC)ccc3OC)=NO2)cc1 (stereo unspecified)	-15	1
CC1=C(C(=O)Nc2ccc(C)cn2)C(c2ccccc2Cl)C2=C(CC(C)(C)CC2=O)N1 (stereo unspecified)	10	-2

The last 3 compounds of the part before lead into the next.
Compound	mHTT-CaM PPI inh	Pf apPOL inh
CCC(CC)C(=O)Nc1c2c(nn1-c1ccc(F)cc1)CS(=O)C2 (stereo unspecified)	-2	-2
CCc1ccc(NC(=O)C2CC(c3cc(OC)ccc3OC)=NO2)cc1 (stereo unspecified)	-15	1
CC1=C(C(=O)Nc2ccc(C)cn2)C(c2ccccc2Cl)C2=C(CC(C)(C)CC2=O)N1 (stereo unspecified)	10	-2
O=[N+]([O-])c1ccc(NCCNCCO)c([N+](=O)[O-])c1	0	nt
COc1ccc(C=Nc2c(C#N)c(C#N)c(-c3ccc(OC)cc3)n2C)cc1	-2	-8
COc1ccc(C(=O)CSc2nnc3n(N)cnn23)cc1	-10	5
O=C(CN1CCCCC1)N1N=C(c2ccccc2)CC1c1ccc2c(c1)OCO2 (stereo unspecified)	29	-3
Cc1ccc(C(O)=C2C(=O)C(=O)N(CCN(C)C)C2c2cccc([N+](=O)[O-])c2)cc1 (stereo unspecified)	1	-6
COc1ccc(OC)c(NC(=O)c2cc(S(=O)(=O)NCc3ccccc3Cl)ccc2F)c1	29	31
Cc1nn2c3ccccc3n(Cc3ccccc3)c2nc1=O	-5	18
CCc1nnc(NC(=O)c2cc([N+](=O)[O-])ccc2Cl)s1	5	2
O=C(C1CN(S(=O)(=O)C2CC2)CC12CCCCC2)N1CCN(c2ccccn2)CC1 (stereo unspecified)	2	-3
O=C(c1ccc(OCC2CCCN(C(=O)c3cccc(F)c3)C2)cc1)N1CCOCC1 (stereo unspecified)	-7	0

Compound	mHTT-CaM PPI inh	Pf apPOL inh
CC(=O)N1CCN(c2ccc(NC(=O)c3cccc(C)c3)cc2)CC1	2	1
CCCc1c(C(=O)O)nnn1-c1cc(C)ccc1F	-2	4
COc1cc2nc(N3CCN(c4nc(N)c5cc(OC)c(OC)cc5n4)CC3)nc(N)c2cc1OC	28	nt
O=C(CCn1cnc2ccccc2c1=O)OCc1cc(-c2ccco2)on1	0	2
Cc1ccc(-c2nnc(N3CCC(C(=O)NCc4ccccc4)CC3)o2)cc1	6	-2
O=C(NC1CCCCNC1=O)c1cn(S(=O)(=O)c2ccccc2)c2ccccc12 (stereo unspecified)	nt	-20
O=C(C1CCN(S(=O)(=O)c2cccc3nsnc23)CC1)N1CCc2ccccc2C1	9	-3
c1csc(-c2nnc(C3CCCCC3)o2)c1	-7	nt
CCNC(=O)c1ccc(CN2CCN(c3ccc(C)c(C)c3)CC2)o1	10	-3
O=C(Oc1ccc(F)cc1)N1CCOCC1	2	-2

Compound	mHTT-CaM PPI inh	Pf apPOL inh
COc1ccc(NC(=O)c2ccoc2C)cc1Cl	4	0
CN(c1ccc(C(=O)Nc2ccccc2F)cc1)S(=O)(=O)c1ccccc1	-13	0
O=C(c1c[nH]c2ccccc12)N1CCC2(CC1)NC(=O)N(Cc1cccc(Cl)c1)C2=O	100*	-1
CS(=O)(=O)c1scc(-c2ccccc2Cl)c1C#N	nt	-7
O=C(NCc1ccsc1)c1cc(-c2ccccc2)on1	-7	-2
CCOC(=O)c1nc(C)sc1C(=O)C=CN(C)C	nt	18
O=C(C1CC1)N1CCCn2nc(-c3cccc(F)c3)cc2C1	-5	-2
CC(C)c1c(C2CCN(C(=O)c3ccoc3)CC2)noc1N	5	-3
Cn1c(-c2ccco2)nn(CN2CCC(C(N)=O)CC2)c1=S	-7	nt
CC(C)c1ccccc1OCC(=O)Nc1cccc(C(F)(F)F)c1	-34	3

Compound	mHTT-CaM PPI inh	Pf apPOL inh
Cc1noc(C2CN(C(=O)CCC(C)C)CC23CCOCC3)n1 (stereo unspecified)	-8	-1
O=C(Nc1ccccc1F)c1cc2ccccc2o1	-15	0
COc1cc(NC(=O)c2cccc(C)c2)c(OC)cc1NC(C)=O	-2	6
N#Cc1ccc(-c2ccccc2)[nH]c1=O	4	-8
Cc1noc(C)c1C1CCCN1C(=O)c1cc(-c2ccccc2F)no1 (stereo unspecified)	-5	6
CC(=O)/C(=N\Nc1ccccc1)N1CCOCC1	i	-3
Cc1ccc(CCNC(=O)c2ccc3c(c2)nc2n3CCCC2)cc1	10	4
Cc1ccccc1S(=O)(=O)N1CCC(CN2CCC(C)CC2)CC1	-4	1
COCCCNC(=O)c1cc(Sc2nnc(C)s2)nc2ccccc12	-1	-14
Nc1nc2n(n1)C(c1ccccc1Cl)CC(c1ccccc1)N2 (stereo unspecified)	-9	0

One compound at a time, from the list above. Values in the order: mHTT-CaM PPI inh	Pf apPOL inh
Shown for Cc1noc(C2CN(C(=O)CCC(C)C)CC23CCOCC3)n1 (stereo unspecified) = -8	-1
Shown for Cc1ccccc1S(=O)(=O)N1CCC(CN2CCC(C)CC2)CC1 = -4	1
Shown for O=C(Nc1ccccc1F)c1cc2ccccc2o1 = -15	0
Shown for Nc1nc2n(n1)C(c1ccccc1Cl)CC(c1ccccc1)N2 (stereo unspecified) = -9	0
Shown for COCCCNC(=O)c1cc(Sc2nnc(C)s2)nc2ccccc12 = -1	-14

Later entries:
Compound	mHTT-CaM PPI inh	Pf apPOL inh
Cc1ccc2c(c1)N(C(=O)Nc1cccc(Br)c1)CCO2	-5	-6
CN1CC(=O)NC(c2cccc3ccccc23)C1=O (stereo unspecified)	-14	-6
CC(C)Cc1nc2sc3c(N4CCOCC4)ncnc3c2c2c1COC(C)(C)C2	-5	3
O=C(NCc1ccccc1)C1CCN(c2cc(N3CCOCC3)ncn2)CC1	-1	-4
CCCC(=O)c1ccc(N2CCN(C(=O)c3cc(F)c(F)cc3Cl)CC2)c(F)c1	0	0
CCN(CC)Cc1c(O)ccc2c1OC(=Cc1cc(Br)cc3c1OCOC3)C2=O	18	3
COc1ccc(S(=O)(=O)N(CC(=O)Nc2c(C)cccc2C)c2ccc(C)cc2)cc1	-1	-4
Cc1cccc(/C=C2\N=C(c3cccc(Br)c3)OC2=O)c1	11	0
CCC(=O)N1CCc2cc(Br)cc(S(=O)(=O)N3CCCCC3CC)c21 (stereo unspecified)	-1	0
CCOc1ccc(/C=C2\CCC(C3CCCC3)C2=O)cc1OC (stereo unspecified)	-2	0

Compound	mHTT-CaM PPI inh	Pf apPOL inh
N#Cc1cccnc1N1CCN(C(=O)Nc2ccc(OCc3ccccc3)cc2)CC1	nt	-3&-11
CCN(CC)CC(=O)NN1CC(=O)N(c2cccc(Cl)c2)CC1=O	nt	9
COc1ccc(OC)c(CNC(=O)C2(c3ccc(NC(C)=O)cc3)CCCCC2)c1	-9	-3
COc1ccccc1CNC(=O)C1CCCN(Cc2nc(-c3ccccc3C)oc2C)C1 (stereo unspecified)	20	1
CCOC(=O)C1CCN(C(c2ccccn2)c2c(O)cc(C)n(CC)c2=O)CC1 (stereo unspecified)	-16	-5
COc1cccc(C=C2Oc3c(ccc(O)c3CN3CCCCC3C)C2=O)c1OC (stereo unspecified)	16	-7
Cc1c(NC(=O)c2cc3cc([N+](=O)[O-])ccc3oc2=O)cccc1C(=O)O	-2	0

The list is partial; the hit share may differ from the screen's.
